Tb PYK inh: qHTS of Trypanosoma Brucei Inhibitors | pyruvate kinase (Trypanosoma brucei), Q57TT1 | TbPYK enzyme, Kinase-Glo Plus ATP luminescence, 45 min | Potency, µM (doses to about 76.8 µM), without a hit: at the top dose activity, negative = inhibition, hits mostly inhibitors | 0.12% of 410,000 active | AID 624173, 2012; note: nearly all actives have a fitted effect of over 50% in size
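Assay buffer: 50 mM TEA pH 7.2, 100 mM KCl, 10 mM MgCl2, 0.05% BSA, 0.01% Tween-20. Pyruvate kinase from T. brucei plus substrate met compound, then ADP (130 uM final). Luminescence was read post 45 min RT.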
AMA1-RON2 inh: qHTS for Inhibitors of AMA1-RON; Towards Development of Antimalarial Drug Lead: Primary Screen; Plasmodium falciparum AMA1 (3D7) - RON2 peptide interaction; AlphaScreen AMA1-biotinylated RON2 peptide binding; Potency, µM (titrated, usually from 58.2 µM), without a hit: at the top dose activity change, negative = inhibition, hits mostly inhibitors; 0.2% of 360,000 active; AID 720542, 2013;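 note: 0% = vehicle wells and -100% = peptide control; nearly all actives have a fitted effect of over 45% in size; some results filed as inactive show a strong effect at the top dose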
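AMA1 (3D7) with his tag at 25 nM final met compounds first, then biotinylated RON2 peptide at 25 nM; detection used donor plus acceptor beads, 10 µg/mL apiece, read by AlphaScreen after 30 min at room temperature.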
An asterisk follows results filed as active; ? = inconclusive; [ ] = another dose, or the depositor's remark. Calls come from the whole dose curve; as a rule, active = well fitted curve in the direction sought with a large enough effect; inconclusive = small, poorly fitted or top-dose-only effect, or another doubt; inactive = no such curve, though single readings can be large; an effect the other way counts as inactive or inconclusive. Unless noted, % is set by controls: 0 for no effect and ±100 for the full control effect; potency is the fitted concentration of half-maximal effect.

cpd | canonical_smiles | Tb PYK inh | AMA1-RON2 inh
1 | COc1ccc(C(=O)OCc2cc(=O)oc3cc(C)ccc23)cc1S(=O)(=O)N1CCOCC1 | -0.7% | -4.5%
2 | N#CC1C(=O)NC(=O)C(C#N)C12CCCC(C(F)(F)F)C2 (stereo not given) | 2.0% | 0.0%
3 | COc1ccc2c(c1)c1c(c(=O)n(-c3ccc(C)cc3)c(=O)n1CC(=O)NCC1CCCO1)n2C (stereo not given) | -11.6% | -5.1%
4 | CCc1nc2ccc(C(=O)NCCC(C)C)cn2c1N(CC)CCN(C)C | 1.0% | 10.6%
5 | CCN(CC)C(=O)[C@H]1CC(CC(=O)NCC23CC4CC(CC(C4)C2)C3)C(=O)N2CCc3c([nH]c4ccccc34)[C@]12C (stereo not given in full) | -0.8% | -7.9%
6 | Cc1nc2c(OCc3ccccc3)cccn2c1N(C)C(=O)C1CCCCC1 | -5.3% | 6.6%
7 | O=C(N/N=C/c1ccc(O)cc1O)C1CC1 | 0.7% | 112.1%[activator]
8 | CCOc1ccc(-c2cc(C(=O)NC3CCCCC3)[nH]n2)c(C)c1 | 5.4% | 4.4%
9 | COC(=O)CC1CC2(C(=O)OC)c3[nH]c4ccccc4c3CCN2C1=O (stereo not given) | 4.8% | 5.1%
10 | COc1ccc(CCNC(=O)c2ccc(NC(=O)CC3SC(N4CCCCC4)=NC3=O)cc2)cc1 (stereo not given) | 0.0% | 5.6%
11 | CC(C)(C(=O)N1CCC1(C)C(=O)NS(=O)(=O)c1cccc(F)c1)c1ccccc1 (stereo not given) | -1.2% | -3.0%
12 | Nc1[nH]c(C(=O)c2ccccc2)c(-c2ccncc2)c1C(=O)NCc1ccc(Cl)cc1 | 8.4% | 0.0%
13 | COc1ccc(NC(=O)c2cc(-c3ccc(F)cc3OC(C)C)n[nH]2)cn1 | 0.9% | -3.3%
14 | O=C(NCc1ccccc1)c1cc(C2CCCCN2C(=O)OCCF)on1 (stereo not given) | 1.5% | -3.6%
15 | CN(C)C1CN(Cc2cn(Cc3ccc(C(F)(F)F)cc3)nn2)S(=O)(=O)C1 (stereo not given) | -1.6% | 2.4%
16 | COc1ccc(NC(=O)C2(C)CCN2Cc2ccc(OC(C)C)cc2)cc1OC (stereo not given) | 0.6% | -18.3%
17 | COC(=O)C1CC2=C(CCC2=O)N(c2ccccc2)C1=O (stereo not given) | -4.2% | 5.6%
18 | CN(C(=O)c1cccc(NC(=O)Cc2ccc(NC(=O)C3CCN(S(=O)(=O)c4cccc([N+](=O)[O-])c4)CC3)cc2)c1)C1CCCCC1 | 1.4% | 5.2%
19 | Cc1ccc(-c2nnc3c4ccccc4c(C)nn23)cc1S(=O)(=O)N1CCN(C)CC1 | -5.5% | 0.1%
20 | CN(C)Cc1csc(Nc2ccc(C(F)(F)F)cn2)n1 | 0.1% | 89.6%[activator]
21 | Cc1cc(C)nc(Nc2nc(C(N)c3ccccc3)cs2)n1 (stereo not given) | 3.3% | -0.1%
22 | CC(=O)Nc1nc(-c2ccc(-c3ccccc3)cc2)cs1 | -11.6% | -7.5%
23 | CC(C)Sc1ncnc2[nH]ncc12 | 3.7% | 0.0%
24 | CC12CCC=CC1=C(C=O)C1C2CCC2(C)C(O)CCC12 (stereo not given) | -4.8% | 10.8%
25 | CC(=O)Nc1ccc(CN2C(=O)C(C)(C)ON=C2c2ccc(NC(C)=O)cc2)cc1 | 1.4% | -0.3%
26 | CC(C)C1C(=O)N(Cc2cn(CC3CCCCC3)nn2)CCS(=O)(=O)N1Cc1ccc(-c2cccc(CO)c2)cc1 (stereo not given) | 1.1% | -2.0%
27 | O=c1[nH][nH]c2c1[C@H](c1ccc(Cl)cc1)O[C@H](C1CCCCC1)C2 | -2.5% | 19.8%
28 | O=C(CN1CCOCC1)N1CCOCC1 | 0.4% | 34.9%[activator]
29 | CC1=C(C(=O)Nc2cccc(C(=O)NCC(C)c3ccccc3)c2)SCCO1 (stereo not given) | 3.2% | -7.1%
30 | CN(C(=O)c1ccc(NC(=O)Cc2ccc(NC(=O)C3CCN(C(=O)c4ccccc4)CC3)cc2)cc1)C1CCCC1 | 0.4% | -5.2%
31 | CCOC(=O)C1=CN(Cc2ccco2)S(=O)(=O)NC1c1ccc(Br)cc1F (stereo not given) | 6.2% | -0.6%
32 | Cn1ccc2c(N3CCCC3)cc3c(c21)C1CCC3C1 (stereo not given) | -1.6% | -8.1%
33 | COc1ccc(C(C)=O)cc1CN1C(=O)C(C)ON=C1c1ncccc1C (stereo not given) | -7.7% | -5.6%
34 | COC1=CC2[C@@H]3Cc4ccc(OC)c(O)c4[C@]2(CCN3C)CC1=O (stereo not given in full) | 1.0% | 13.3%
35 | Cc1ccc(S(=O)(=O)CCC(=O)OCC(=O)Nc2cccc(S(=O)(=O)N3CCCCC3)c2)cc1 | 5.3% | -21.8%
36 | O=C(NCc1ccccc1)c1cc(C2CCCN(C(=O)c3ccccc3)C2)on1 (stereo not given) | 3.3% | 7.3%
37 | OCc1ccnc2oc3ccccc3c12 | -2.3% | 6.9%
38 | CCN(CC)C(=O)C1=C(C)N(Cc2ccccc2)C(=O)C(CC(=O)NCCCCc2ccccc2)C1 (stereo not given) | 0.4% | -8.5%
39 | Cc1noc(C)c1S(=O)(=O)N(C)C[C@H]1Oc2ccc(NC(=O)CCC(F)(F)F)cc2C(=O)N([C@H](C)CO)C[C@@H]1C | 1.3% | -5.7%
40 | CC(C)CN(CC(C)C)c1nn[nH]n1 | -3.9% | -2.7%
41 | COc1ccc2ccccc2c1/C=N\NC(=O)c1cccnc1 | 2.2% | 69.5%[activator]
42 | O=C(Nc1cccc(C(F)(F)F)c1)C1Cc2c(-c3ccc(Cl)cc3)ccnc2O1 (stereo not given) | -9.9% | 2.8%
43 | CN1CCN(c2ncnc3c2ncn3[C@H]2CN(Cc3ccncc3)C[C@@H](CO)O2)CC1 | -1.7% | 0.0%
44 | CC(C)C[C@H]1CN(CCCC[C@H]2CNC(=O)C(=O)N2CCC2CCCCC2)C(=O)C(=O)N1CCc1ccccc1 | -0.8% | 5.3%
45 | CC(=O)NC1CC2CCCC(C1)N2C(=O)Nc1ccccc1C (stereo not given) | -3.3% | 14.1%

Values in list order from above.
AMA1-RON2 inh, entries 32–41 → -8.1%, -5.6%, 13.3%, -21.8%, 7.3%, 6.9%, -8.5%, -5.7%, -2.7%, 69.5%[activator]
Tb PYK inh, entries 32–41 → -1.6%, -7.7%, 1.0%, 5.3%, 3.3%, -2.3%, 0.4%, 1.3%, -3.9%, 2.2%

Carrying on.
cpd | canonical_smiles | Tb PYK inh | AMA1-RON2 inh
46 | NC(c1ccccc1)c1csc(NC(=O)NCC2CCCCC2)n1 (stereo not given) | -2.0% | 52.0%[activator]
47 | COc1ccc(C(C)(C)C)cc1S(=O)(=O)NCC1CCCO1 (stereo not given) | 4.5% | -2.8%
48 | CCOc1ccccc1N1CCN(CC(=O)N(C)CC(=O)Nc2ccccc2CC)CC1 | -1.8% | -6.6%
49 | CCCCn1c(N)c(N(CC(C)C)C(=O)CCN2C(=O)C3CC=CCC3C2=O)c(=O)[nH]c1=O (stereo not given) | 4.0% | -8.4%
50 | OC(COCc1ccccc1F)CN1CCCCC1 (stereo not given) | 2.0% | -3.6%
51 | Cc1ccccc1C(=O)N(C)[C@H]1C[C@H]2c3[nH]c4ccccc4c3CCN2C[C@H]1[C@H](C)O | -1.7% | 14.8%
52 | C=C1CCN([C@@H](Cc2ccccc2)C(=O)N2CCOCC2)S(=O)(=O)c2ccccc21 | 0.0% | 1.0%
53 | COCCNC(=O)C1CCCN(C(=O)c2cccnc2Oc2ccccc2)CC1 (stereo not given) | -1.0% | 4.9%
54 | O=C1C2CCCCN2C(=O)N1CCCN1CCN(c2cccc(C(F)(F)F)c2)CC1 (stereo not given) | -8.4% | -3.2%
55 | CC(C)C(N)c1csc(Nc2ccc(S(C)(=O)=O)cc2)n1 (stereo not given) | 6.1% | 97.9%[activator]
56 | Nc1c(N(Cc2ccccc2)C(=O)COc2ccc(F)cc2Cl)c(=O)[nH]c(=O)n1Cc1ccccc1 | 6.9% | 44.7%[activator]
57 | CC(C)NC(=O)C1(C)CCN1C(=O)Cc1ccc(-c2ccccc2)cc1 (stereo not given) | -7.0% | 3.4%
58 | CSc1ccccc1NC(=O)COC(=O)CCC(=O)c1ccc(F)cc1 | 1.7% | 2.6%
59 | O=C(OCC(=O)N1N=C(c2ccc(Cl)cc2)CC1c1ccco1)c1cccnc1 (stereo not given) | ? | 10.8%
60 | COc1cccc(CN2CCC2(C)C(=O)Nc2ccc(Cl)c(Cl)c2)c1F (stereo not given) | 2.1% | -5.7%
61 | COc1ccccc1Cc1c(-c2ccc(OC)c(OC)c2)nc2ccc(C)cn12 | 0.1% | -24.3%
62 | C=C(C)Cn1c2ccc(NC(=O)NCCc3ccccc3)cc2c(=O)n1C | 0.2% | 6.8%
63 | CC1CCN(C(=O)COC(=O)/C=C/c2ccco2)CC1 | -3.8% | 0.0%
64 | CCOC(=O)C(=Cc1ccc(N(C)C)cc1)C(=O)c1ccccc1 | -2.0% | -24.4%
65 | CC(=O)C1CCC2C3CCC4CC(OC(=O)CCC(=O)O)CCC4(C)C3C(=O)CC12C (stereo not given) | -2.5% | -6.1%
66 | Cc1ccc(S(=O)(=O)n2cccc2C)cc1 | 2.6% | -4.5%
67 | CNS(=O)(=O)c1cc(-c2nnc(N3CCOCC3)c3ccccc23)ccc1C | 10.1% | -6.4%
68 | COCOc1ccc(C=O)c(OCOC)c1 | -4.9% | 3.0%
69 | COc1ccc(S(=O)(=O)N2CCCCC2c2cc(C(=O)Nc3ccc(F)c(Cl)c3)no2)cc1 (stereo not given) | 7.5% | 1.4%
70 | C=CCNC(=S)N/N=C/c1ccc(-c2ccc(Cl)cc2Cl)o1 | 0.7% | 82.9%[activator]
71 | O=C(O)c1cscc1-c1cccc2ccccc12 | -9.2% | 7.9%
72 | Cc1cc(C)cc(C(=O)N2CCCCC2)c1 | 1.9% | -5.3%
73 | COCCNC(=O)C1(C)CCCN(Cc2cc3ccccc3o2)C1 (stereo not given) | 6.2% | 11.4%
74 | CN(C)CCCNC(=O)CC1C[C@H](C(=O)N2CCCCC2)[C@@]2(CCc3ccccc3)c3[nH]c4ccccc4c3CCN2C1=O (stereo not given in full) | 6.3% | -0.5%
75 | O=C(/C=C/c1ccccc1)Nc1cccc(C(=O)N2CCCCC2)c1 | 1.5% | -3.0%
76 | COCCN1C(=O)CCC1(C)C(=O)NC(C)(C)C (stereo not given) | -2.1% | 14.9%
77 | CCOc1cc(N2CCOCC2)c(OCC)cc1NC(=O)c1cnccn1 | 2.4% | -21.3%
78 | COc1ccc(CNC(=O)CN2CCC(NC(=O)c3cccc(OC)c3)CC2)cc1 | 18.7% | -5.4%
79 | CC(C)CC1C(=O)N(Cc2cn(Cc3ccco3)nn2)CCS(=O)(=O)N1Cc1ccc(-c2ccc(Cl)cc2)cc1 (stereo not given) | -2.4% | 21.9%
80 | Cc1ccc(S(=O)(=O)Oc2ccccc2C=C2C(=O)NC(=O)NC2=O)cc1 | ? | 11.8%
81 | CCCCCC(=O)N1C[C@@H](n2cc(-c3ccc(F)cc3)nn2)[C@H](O)C[C@@H]1c1ccc(OC)cc1 | -3.4% | 23.8%
82 | COc1ccc(CN2C(=O)C(CC(=O)NC3CCCC3)CC(C(=O)N(C(C)C)C(C)C)=C2C)cc1 (stereo not given) | -13.2% | 22.3%
83 | COc1cc(C(=O)COC(=O)c2ccco2)cc(OC)c1OC | 2.6% | 2.2%
84 | CC1(c2nnnn2Cc2ccccc2)CCC(=O)N1Cc1ccc(F)cc1 (stereo not given) | 1.6% | 2.6%
85 | CCOc1ccc2oc(C(=O)Nc3nccs3)c(C)c2c1 | 3.5% | -7.8%
86 | CC(C)Oc1ccc(S(=O)(=O)N2CCOCC2)cc1NC(=O)c1nn(C)c(=O)c2ccccc12 | 5.0% | -7.1%
87 | COCCCn1c(SCC(=O)N2CCc3ccccc32)nnc1-c1ccoc1C | -7.3% | -6.4%
88 | COc1cccc(CNc2nc3cc(-c4ccsc4)sc3c(=O)n2C)c1OC | -6.5% | -13.7%
89 | Cc1ccc([C@H]2C[C@@H](n3cc(COC(=O)c4ccccc4)nn3)[C@H](O)CN2CC2CCCCC2)cc1 | 6.8% | -5.7%
90 | COc1ccccc1N1CCCSC1=Nc1ccccc1 | -1.4% | 2.8%
91 | NC(=O)c1ccc(NC(=O)CNc2cc(S(=O)(=O)N3CCOCC3)ccc2N2CCCC2)cc1 | 0.0% | -7.2%
92 | C[C@H]1CN([C@@H](C)CO)C(=O)CCCn2cc(nn2)CO[C@@H]1CN(C)C(=O)Nc1ccc(C(F)(F)F)cc1 | -2.6% | 6.7%
93 | Cc1cc(C(=O)OCC(=O)Nc2c(Cl)cccc2Cl)c(C)o1 | -3.8% | -0.9%
94 | C#CCOCCOCCOCCNc1nc(N2CCN(C(=O)[C@H]([C@@H](C)CC)n3cc(CCC(=O)O)nn3)CC2)nc(N2CCN(C(=O)[C@H](CCCCN)n3cc(CCC(=O)O)nn3)CC2)n1 | -0.7% | 0.6%
95 | Cc1csc2nc(CNS(=O)(=O)c3cccnc3)cn12 | -1.8% | -7.4%

Some of the compounds tested (hit frequency here may not be typical).
